HSF1 inh – HSF1 inhibition; NIH3T3-HGL HSE-luciferase, MG132-induced, luminescence 8 h; hits give low values; activity change, negative = inhibition, % at 7.5 µM (by protocol); 0.77% of 300,000 active; AID 2098;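 active = more than half of replicate wells show activity change below -50%, luminescence cut by over half; inconclusive = some wells, but at most half, below -50%; inactive = no replicate well below -50%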;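 also: luciferase reports HSF-1 transcriptional activity via heat shock element; 0% = median of DMSO wells and -100% = zero luminescence signal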
HIF activator – HIF pathway transcriptional activation; 0.32% of 300,000 active; U2OS HRE-luciferase reporter, luminescence; normalized: DMSO 0%, desferrioxamine 100%; activation, % at 7.5 µM (by protocol);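 active = mean activation of at least 10% of the iron chelator positive control signal, with at least half of replicates also reaching 10%; inconclusive = mean and replicate majority disagree about reaching 10%; inactive = mean and most replicates under 10%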
HDAC3 inh – human HDAC3 inhibition; O15379; recombinant HDAC3, fluorogenic peptide/trypsin coupled, fluorescence; inhibition, % at 8.3 µM; 0.15% of 320,000 active; AID 2718; in the data active = inhibition above about 26%, passing the limit was not always enough; inconclusive = no clear call, values can overlap the other calls
Target sequence (O15379 whole entry, looked up): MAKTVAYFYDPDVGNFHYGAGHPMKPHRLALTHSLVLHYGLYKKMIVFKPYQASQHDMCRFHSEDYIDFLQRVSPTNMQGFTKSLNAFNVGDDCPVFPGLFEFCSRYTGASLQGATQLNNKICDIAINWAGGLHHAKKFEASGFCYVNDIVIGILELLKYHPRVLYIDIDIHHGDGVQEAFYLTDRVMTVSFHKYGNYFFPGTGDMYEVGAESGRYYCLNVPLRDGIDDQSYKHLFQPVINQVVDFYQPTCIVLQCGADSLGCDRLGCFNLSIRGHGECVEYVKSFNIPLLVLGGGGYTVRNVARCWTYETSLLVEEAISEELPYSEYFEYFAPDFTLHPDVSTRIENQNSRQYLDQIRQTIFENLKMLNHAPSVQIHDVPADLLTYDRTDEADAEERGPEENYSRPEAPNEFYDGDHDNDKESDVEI
HSF1 activator – increases HSF-1 driven luciferase reporter signal. NIH3T3-HGL HSF-1 luciferase reporter, MG132, 8 h; 100% = twice DMSO control signal. activation, % at 9 µM. 1.7% of 300,000 active. AID 504408;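 active = mean replicate activation of at least 50% with a set share of replicates each reaching 50%; inconclusive = only one of those two conditions met; inactive = mean below 50% and too few replicates reaching it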;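 also: 0% = median of the neutral control wells and 100% = twice that signal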
Platelet DG rel – modulates dense granule release in human platelets; AID 1663; inhibition, %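 (compounds screened at 7.5 µM in platelet-rich plasma)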; 0.22% of 300,000 active; human platelet-rich plasma, SFLLRN dense granule ATP release, luminescence;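 active = mean replicate score, as percent of positive control, at or above 50; inconclusive = mean below 50 but at least one replicate at or above 50; inactive = mean and every replicate below 50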
KLF5 inhibitor – inhibitors of KLF5 expression; DLD-1 KLF5 promoter-luciferase reporter, luminescence; inhibition, % at 5 µM; AID 1700; 0.23% of 290,000 active;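 active = inhibition above a per-plate limit of that plate's mean compound inhibition plus 3 SD, cut at about 60% in these data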;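 also: 0% = DMSO wells and 100% = LY294002 at 200 µM; higher means less KLF5 promoter-driven luciferase light; inactives centre near -14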
HSP90 inh – HSP90 refolding inhibition in rabbit reticulocyte lysate; luciferase refolding luminescence, 3 h; inhibition, % at 5.6 µM; 0.91% of 290,000 active; AID 1789;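 active = inhibition above the screen-wide mean plus 3 SD, computed separately per campaign, cut at about 16% in these data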;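 also: 0% = DMSO wells and 100% = 60 µM geldanamycin wells; inhibitors lower the luminescence because luciferase stays unfolded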
IEC-6 tox – counter-screen for KLF5 inhibitors: cytotoxicity in IEC-6 cells. IEC-6 cytotoxicity, luminescence viability. inhibition, % at 5 µM. 0.78% of 290,000 active; in the data active = inhibition above about 22%;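 also: 0% = plate median of test compound wells and 100% = cytotoxic reference compound wells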
aSyn UTR inh – 5' untranslated region of α-synuclein, MLPCN primary screen | alpha-synuclein 5'UTR reporter, inhibitor activity | inhibition, % (tested at 7.5 µM) | 0.82% of 300,000 active | AID 1813; in the data active = inhibition above about 60%; inconclusive = no clear call, values can overlap the other calls;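 also: H4 neuroglioblastoma cells stably carrying SNCA 5'UTR luciferase fusion; 0% = DMSO wells and 100% = positive control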
AI-2 QS mod – modulators of Vibrio harveyi AI-2 quorum sensing system | Vibrio harveyi JMH597 AI-2 luminescence/OD600 ratio, 9 h; hits give low values; strain lacks LuxN and CqsS sensors; 0 = neutral-control median | activity change, % at 7.5 µM | 0.4% of 300,000 active; in the data active = activity change below about -75%, passing the limit was not always enough; inconclusive = no clear call, values can overlap the other calls;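 also: luminescence divided by OD600 gain over 9 h not by final OD600 alone; inactives centre near 13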
* marks the source's active call; other numbers are inactive results; ? = inconclusive; . = no result given.

SMILES	HSF1 inh	HIF activator	HDAC3 inh	HSF1 activator	Platelet DG rel	KLF5 inhibitor	HSP90 inh	IEC-6 tox	aSyn UTR inh	AI-2 QS mod
CN(C(=O)CN1C(=O)/C(=C/c2ccc(Cl)cc2)SC1=S)C1CCS(=O)(=O)C1 (stereo not drawn)	1	-0.7	-8	-6	3	-35	6	1	-18	5
Cc1cccc(NC(=O)CSc2nc3ccccc3nc2N2CCCCC2)c1	13	-0.2	-1	21	0	36	-2	43*	53	13
C=CCC(NCc1ccco1)c1ccc(OC)cc1 (stereo not drawn)	2	-0.6	-2	5	3	10	2	1	-10	4
Cc1ccc(-c2cc(=O)c3ccccc3[nH]2)cc1	3	5.1	9	15	-6	-13	4	11	-77	-1
Cc1cccc(N(C(=O)CCC(=O)Nc2cc(C)on2)C(C(=O)NC2CCCC2)c2cccnc2)c1 (stereo not drawn)	-3	1.4	6	12	-1	-5	3	4	9	-1
COc1ccc(C)cc1N(CC(=O)NCCSCc1ccco1)S(=O)(=O)c1ccc(C)cc1	18	0.4	2	42	-20	-1	3	-1	25	7
CC(=O)c1ccccc1NC(=O)COC(=O)/C=C/c1ccc(C)o1	7	0.1	-3	14	6	-30	-3	-2	15	4
O=C(CSc1nc2ccccc2o1)Nc1ccccc1	5	1.5	-3	33	0	-115	0	4	-9	12
Cc1[nH]n(-c2ccccc2)c(=O)c1CCO	1	0.0	-1	1	2	-18	-1	2	2	30
COc1cc(/C=C/C(=O)NC(C)C)ccc1OCc1ccccc1	9	-0.3	2	1	2	-8	3	10	41	15
C=CCn1c(C)c(/C=C/c2cc[n+](C)cc2)c2ccccc21	-7	0.1	13	-10	-10	-5	4	8	22	0
O=C(Nc1c(C(=O)N2CCN(c3ccccn3)CC2)oc2ccccc12)c1ccc([N+](=O)[O-])cc1	-1	0.3	-3	0	6	3	2	6	-4	14
CCCN(CCC)C(=O)CC(c1ccccc1)c1cc(Br)ccc1O (stereo not drawn)	-1	0.0	4	-5	20	-9	6	4	12	22
c1ccc(CCCOCCC2CO2)cc1 (stereo not drawn)	2	0.1	2	3	-8	-14	-1	-8	-21	21
O=C(NC(=S)Nc1cccnc1Cl)c1ccc(F)cc1	18	3.0	3	44	2	-95	0	-9	-124	28
Cc1ccc(CNC(=O)C2CCC(=O)N2CCc2ccccc2)cc1 (stereo not drawn)	-5	-0.2	-2	-4	-2	-10	-2	-10	16	10
CCOC(=O)c1c(S(=O)(=O)NCC2CCN(CCc3cccs3)CC2)c(C)n(C)c1C	13	-0.3	-1	?	-24	-40	-2	1	15	9
COc1ccc(C2(O)CCN(C(=O)c3ccc4c(c3)OCO4)CC2)cc1	-38	-0.2	0	-50	-2	-25	1	0	-20	4
CC(C)c1nnc(NC(=O)C2c3ccccc3Oc3ccccc32)s1	.	-0.1	2	.	1	-10	6	4	7	13
O=C(N/N=C/c1cnc(N2CCCCC2)s1)c1ccc(Cl)cc1	-2	-0.6	12	-16	1	-2	1	0	-12	19

At a glance, some entries already given:
SMILES	HSF1 inh	HIF activator	HDAC3 inh	HSF1 activator	Platelet DG rel	KLF5 inhibitor	HSP90 inh	IEC-6 tox	aSyn UTR inh	AI-2 QS mod
O=C(NC(=S)Nc1cccnc1Cl)c1ccc(F)cc1	18	3.0	3	44	2	-95	0	-9	-124	28
Cc1ccc(CNC(=O)C2CCC(=O)N2CCc2ccccc2)cc1 (stereo not drawn)	-5	-0.2	-2	-4	-2	-10	-2	-10	16	10
CCOC(=O)c1c(S(=O)(=O)NCC2CCN(CCc3cccs3)CC2)c(C)n(C)c1C	13	-0.3	-1	?	-24	-40	-2	1	15	9
COc1ccc(C2(O)CCN(C(=O)c3ccc4c(c3)OCO4)CC2)cc1	-38	-0.2	0	-50	-2	-25	1	0	-20	4
CC(C)c1nnc(NC(=O)C2c3ccccc3Oc3ccccc32)s1	.	-0.1	2	.	1	-10	6	4	7	13
O=C(N/N=C/c1cnc(N2CCCCC2)s1)c1ccc(Cl)cc1	-2	-0.6	12	-16	1	-2	1	0	-12	19

Next section:
SMILES	HSF1 inh	HIF activator	HDAC3 inh	HSF1 activator	Platelet DG rel	KLF5 inhibitor	HSP90 inh	IEC-6 tox	aSyn UTR inh	AI-2 QS mod
Cc1ccc(NC(=O)N(Cc2cc3cc(C)cc(C)c3[nH]c2=O)CC2COCCO2)cc1 (stereo not drawn)	-4	-0.5	5	13	.	-17	-5	0	26	9
O=c1[nH]c2ccccc2cc1CN(Cc1ccco1)S(=O)(=O)c1ccc(F)cc1	7	0.7	-4	25	?	-24	2	-2	-3	21
Cc1cc(-c2ccccc2)n(-c2ccc(C(N)=O)cc2)n1	-8	-0.5	2	2	3	13	4	-4	40	12
C=CCOc1ccc(C2/C(=C(/O)c3ccc(OC)cc3)C(=O)C(=O)N2CCN2CCNCC2)cc1 (stereo not drawn)	4	-2.0	-2	3	1	-21	-1	-2	3	6
CCn1c2ccccc2c2nnc(SCC(=O)Nc3ccc4c(c3)OCO4)nc21	-12	0.0	-1	-5	-4	-7	-2	6	-96	13
CCC(C)c1ccc(OCCn2cc(/C=N/NC(=O)CSc3nnc(C)s3)c3ccccc32)cc1 (stereo not drawn)	3	-0.4	6	12	2	-14	1	-2	-1	9
O=[N+]([O-])c1ccc(F)c(N=Cc2ccc(Br)s2)c1	7	-0.1	.	16	3	-1	1	-3	-3	7
CCc1cccc(C)c1NC(=S)NCCc1c(C)[nH]c2ccc(C)cc12	-9	-0.5	12	-10	10	8	1	2	5	10
O=C(NCCN1CCOCC1)NC1(C(F)(F)F)Oc2ccccc2O1	7	0.2	0	-5	-2	-2	-3	3	-36	0
Cc1ccc(S(=O)(=O)N2CCC(C(=O)N[C@H](C(=O)NC3CCS(=O)(=O)C3)C(C)C)CC2)cc1 (stereo partly drawn)	-5	0.1	-19	-1	1	2	3	5	0	14
COc1ccccc1NC(=O)c1ccc[n+]([O-])c1	-5	1.7	-5	-15	2	-35	-4	-2	7	-1
Cc1ccc(NC(=O)CN2C(=O)S/C(=C\c3ccc(C(=O)O)cc3)C2=O)cc1	2	0.0	-5	2	1	-17	0	-1	1	11
Cc1cnn(-c2cc(N/N=C/c3ccccc3Cl)ncn2)c1	-3	0.1	18	5	-15	8	-1	-2	-10	8
COC(=O)c1nc(N)sc1-c1ccccc1	.	.	2	.	.	-19	0	1	.	.
O=C(O)Cc1sc(Nc2cccc3ccccc23)nc1-c1ccc(F)cc1	4	-1.3	1	4	-4	-34	-2	12	12	9
O=C(c1ccc(F)cc1)C1CCN(C(=S)NCC2CCCO2)CC1 (stereo not drawn)	-4	-0.2	-1	1	8	-24	-2	-6	-8	12
Cc1ccccc1N(C(=O)CNC(=O)c1ccco1)C(C(=O)NC1CCCC1)c1ccncc1 (stereo not drawn)	2	-22	1	14	-10	-9	1	0	3	-10
CN(C)CC(=O)c1c(N)n(Cc2ccccc2)c(=O)n(C)c1=O	0	-0.2	-1	10	1	-21	3	-1	-3	10
COC(=O)CNC(=O)CN1C(=O)N(c2cccc(Cl)c2)C(N(O)C(=O)Nc2cccc(Cl)c2)C1(C)C (stereo not drawn)	0	-0.4	4	11	9	-5	-2	-4	-14	1
CC(=O)Nc1cccc(Nc2nc(-c3cccs3)nc3ccccc23)c1	-5	-0.3	2	-7	8	-9	2	7	-8	13
Cn1c(=O)c2c(SCC(N)=O)nc(CC(C)(C)C)nc2n(C)c1=O	-4	0.4	.	0	-6	18	4	-10	10	-3
CC(C(=O)Nc1ccccc1)N(C)CCOc1ccccc1 (stereo not drawn)	-3	-0.2	-4	1	3	-12	1	2	20	30
CCOC(=O)c1cnc2cc(F)c(F)cc2c1N1CCN(C)CC1	1	-1.1	5	-6	8	-2	2	3	13	6
Clc1ccc(-c2csc(Nc3cccnc3)n2)cc1	5	3.7	-4	14	-7	-34	12	4	-42	2
CCCCC(=O)Nc1nnc(S(=O)(=O)N(CC)c2ccc(OC)cc2)s1	0	1.6	2	3	3	1	-2	4	25	11
O=C(NCc1ccccc1)c1cc2ccccc2oc1=O	7	4.0	-2	4	6	-47	-4	-5	-45	22
Cc1ccc(CSCCNC(=O)CSc2ccccc2)cc1	5	-0.2	0	-2	16	12	-2	2	10	12
COc1ccc(CNC(=O)C/C(C)=N/NC(=O)c2cc(OC)cc(OC)c2)cc1	-9	6.1	-10	-2	4	39	1	77*	-23	15
Cc1nnc(C)c2c(C)n(-c3ccc(Cl)c(N)c3)c(C)c12	2	-0.7	-4	-12	-4	-31	5	4	-32	22
N/C(=N\NC(=O)Nc1ccc(Cl)cc1)c1ccccn1	4	2.0	1	-11	-1	-86	24*	2	-114	-3
O=C(O)CCCCCCCCCC[n+]1ccccc1	0	-0.2	1	-1	9	-26	7	-2	9	6
CCOC(=O)CNC(=O)C(CO)NC(=O)OCc1ccccc1 (stereo not drawn)	-27	0.3	-2	-43	6	4	-1	2	-9	7
CS(=O)(=O)Nc1ccc(C(=O)N2CCN(c3ccccc3)CC2)cc1	.	.	1	.	3	-19	-3	-2	.	-2
COc1ccc(-c2c(C(F)(F)F)nn(C)c2NC(=O)c2cccnc2)cc1	-2	-0.3	2	-2	-17	-15	-4	1	10	23
CCc1ccccc1NC1c2ccccc2C(=O)N1c1cccnc1 (stereo not drawn)	1	-2.2	4	-9	7	-5	4	4	15	8
O=C(Nc1ccc2c(c1)nc1n2CCN(Cc2ccccc2)C1)c1cccs1	-1	0.2	3	22	-6	7	-1	-1	-91	5
O=C1C(=O)N(CCN2CCOCC2)C(c2cccc(Cl)c2)/C1=C(/O)c1ccc2c(c1)OCO2 (stereo not drawn)	4	0.0	8	-15	-5	-16	3	7	7	-7

Reformatted with bars between the fields: part of the list above
smiles | HSF1 inh | HIF activator | HDAC3 inh | HSF1 activator | Platelet DG rel | KLF5 inhibitor | HSP90 inh | IEC-6 tox | aSyn UTR inh | AI-2 QS mod
O=C(NCc1ccccc1)c1cc2ccccc2oc1=O | 7 | 4.0 | -2 | 4 | 6 | -47 | -4 | -5 | -45 | 22
Cc1ccc(CSCCNC(=O)CSc2ccccc2)cc1 | 5 | -0.2 | 0 | -2 | 16 | 12 | -2 | 2 | 10 | 12
COc1ccc(CNC(=O)C/C(C)=N/NC(=O)c2cc(OC)cc(OC)c2)cc1 | -9 | 6.1 | -10 | -2 | 4 | 39 | 1 | 77* | -23 | 15

Given with values under each structure: 2 of the compounds above
Every second line gives: HSF1 inh | HIF activator | HDAC3 inh | HSF1 activator | Platelet DG rel | KLF5 inhibitor | HSP90 inh | IEC-6 tox | aSyn UTR inh | AI-2 QS mod
- Clc1ccc(-c2csc(Nc3cccnc3)n2)cc1
→ 5 | 3.7 | -4 | 14 | -7 | -34 | 12 | 4 | -42 | 2
- O=[N+]([O-])c1ccc(F)c(N=Cc2ccc(Br)s2)c1
→ 7 | -0.1 | . | 16 | 3 | -1 | 1 | -3 | -3 | 7

Compound activity deposited in PubChem by several laboratories.

Compounds as they come, and some 5% of all compounds hit somewhere here.
